Screens as filed in PubChem BioAssay.
Shn3 3UTR inh = inhibitors of Schnurri-3 3'UTR reporter in osteoblasts. Clone20 osteoblast Shn3 3'UTR firefly luciferase, 24 h. inhibition, % at 12.5 µM. hit rate 0.52% among 360,000. AID 588674;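 active means mean inhibition of at least 75% with every replicate also reaching 75%; inconclusive means mean inhibition at least 75% but some replicate below; inactive means mean inhibition below 75%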;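 further: 0% = median of neutral control wells and 100% = pilot-screen positive control compound; some compounds past the cut are filed as inactive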
HIF-2a block = inhibitors of HIF-2a; 786-0 RCC cells HIF-2a reporter, luciferase luminescence, overnight; inhibition, % at 18.8 µM; hit rate 0.72% among 360,000;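 active means inhibition of the luminescence signal of 40% or more relative to plate controls, in a single-dose primary screen at 18.75 µM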
NR2E3 ag-1 = activates human photoreceptor nuclear receptor NR2E3 | AID 2300 | Q9Y5X4 | hit rate 0.12% among 320,000 | GST-NR2E3/biotin-RetCOR TR-FRET, 1536-well | inhibition of corepressor binding, % at 4.78 µM;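 active means percent inhibition above the cutoff of mean plus 3 SD of all tested compounds, set per screening campaign, cut at about 20% in these data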;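 further: 0% = DMSO wells and 100% = biotin wells as full block of FRET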
Target sequence (Q9Y5X4 whole entry, looked up): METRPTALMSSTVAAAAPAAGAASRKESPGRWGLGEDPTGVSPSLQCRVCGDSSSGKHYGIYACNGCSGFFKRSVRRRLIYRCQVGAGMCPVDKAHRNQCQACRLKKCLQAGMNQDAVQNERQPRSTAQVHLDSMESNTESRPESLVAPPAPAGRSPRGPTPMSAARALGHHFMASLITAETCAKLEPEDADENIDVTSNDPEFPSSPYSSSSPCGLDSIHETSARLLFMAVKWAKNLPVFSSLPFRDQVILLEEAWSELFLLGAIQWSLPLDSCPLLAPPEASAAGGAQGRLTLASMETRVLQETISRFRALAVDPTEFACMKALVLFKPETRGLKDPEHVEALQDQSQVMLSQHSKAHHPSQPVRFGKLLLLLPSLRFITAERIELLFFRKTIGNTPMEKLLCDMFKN
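Material: NR2E3–RetCOR corepressor complex | Quantity: 1.35 nM GST-tagged NR2E3 final | Schedule: 5 h at 4 °C | Replication: Singlicate compound wells | Reagent: RetCOR corepressor, biotinylated, 7 nM | Controls: Biotin wells as high control, 0.6% DMSO wells as low control | Signal: TR-FRET, Eu(K)-anti-GST donor, streptavidin-D2 acceptor, ex 340, em 617/671 nm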
KKLEB tox = counter-screen for CF NF-kB inhibitors: cytotoxicity; hit rate 0.36% among 360,000; KKLEB CF airway cells viability, ATPlite luminescence, overnight; hits give low values; cells stimulated with P. aeruginosa culture filtrate; activity change (cytotoxicity), % at 5 µM;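 active means corrected activity change at or below -50% at 5 µM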
CaV13 FRET inh = Primary screen for inhibitors of IQ motif and Ca2+-dependent inactivation inhibitor domain binding in CACNA1D, Förster resonance energy transfer in living cells, …; HEK cells, CFP/YFP FRET ICDI-IQ, plate reader, 10 min; percent FRET-ratio fall versus neutral wells; inhibition, % at 12.3 µM; hit rate 0.098% among 340,000; AID 743397;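 active means mean replicate inhibition of at least 30% and at least 1% of replicates passing that level; inconclusive means only one of the two criteria is met; inactive means neither criterion is met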;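 further: 0% = median of the neutral control wells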
PDI inh = inhibitors of human protein disulfide isomerase. PDI insulin aggregation turbidity, A650, 90 min. hit rate 0.052% among 350,000. inhibition, % at 10 µM;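 active means mean inhibition across replicates of 30% or more, whatever share of single replicates reach that level; inconclusive means mean inhibition below 30% while every single replicate reaches 30%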;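 further: absorbance from insulin aggregation driven by PDI reduction with DTT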
Target sequence (P07237 whole entry, looked up): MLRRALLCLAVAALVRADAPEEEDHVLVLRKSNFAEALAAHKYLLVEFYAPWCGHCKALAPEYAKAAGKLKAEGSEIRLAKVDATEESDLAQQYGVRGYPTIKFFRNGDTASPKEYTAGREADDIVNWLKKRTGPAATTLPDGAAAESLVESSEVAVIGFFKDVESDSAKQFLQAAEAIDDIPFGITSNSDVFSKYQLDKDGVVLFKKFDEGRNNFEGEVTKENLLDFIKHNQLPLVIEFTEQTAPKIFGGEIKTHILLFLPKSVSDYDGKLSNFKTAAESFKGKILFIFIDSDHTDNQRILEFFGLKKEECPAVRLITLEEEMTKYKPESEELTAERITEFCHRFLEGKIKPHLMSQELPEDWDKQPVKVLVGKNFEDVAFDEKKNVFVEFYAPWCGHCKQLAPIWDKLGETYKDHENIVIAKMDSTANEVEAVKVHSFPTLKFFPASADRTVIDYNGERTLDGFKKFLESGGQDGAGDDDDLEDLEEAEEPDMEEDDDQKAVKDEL
Vif inh = blocks HIV Vif function. inhibition, % at 7.49 µM. hit rate 0.35% among 340,000. HEK293T cells, Vif self-association by quenched fluorescence, imaging, 24 h; in the data active means inhibition above about 50%, passing the limit was not always enough; inconclusive means no clear call, values can overlap the other calls; inactive means below about 31%; further: some results filed as inactive read as strong as hits
NR2E3 ag-2 = agonists of human NR2E3 nuclear receptor. Q9Y5X4. CHO-S Gal4-NCOR/VP16-NR2E3 two-hybrid, luciferase. inhibition of corepressor binding, % at 3.98 µM. hit rate 0.35% among 360,000. AID 602229;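 active means inhibition above the mean of all tested compounds plus 3 SD, cut at about 70% in these data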;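 further: 0% = DMSO with NR2E3 transfected cells and 100% = cells lacking NR2E3 construct; higher means lower luciferase signal from less NR2E3 corepressor binding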
Peg3 promoter = inhibitors of Peg3 promoter; HeLa PEG-Prom luciferase reporter, luminescence, overnight; AID 588405; hit rate 1.7% among 360,000; inhibition, % at 20 µM;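 active means inhibition of at least 50% at 20 µM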
CF NFkB inh = inhibitors of cystic fibrosis induced NF-kB. KKLEB NF-kB-GFP reporter, PAF-induced, GFP fluorescence overnight. inhibition, % at 5 µM. hit rate 0.86% among 360,000. AID 588850;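 active means at least 50% inhibition at 5 µM, scaled per plate between neutral and stimulator controls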;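 further: PAF is a Pseudomonas aeruginosa culture filtrate used as stimulus; plate controls were PAF-stimulated DMSO wells for no effect and unstimulated DMSO wells for full effect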
TRPM1 prom inh = inhibitors of MITF-driven TRPM1 promoter in melanoma cells. SK-MEL-5 TRPM1 promoter luciferase, 24 h. inhibition, % at 12.5 µM. hit rate 0.83% among 330,000. AID 488899;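 active means mean inhibition across replicates of 60% or more, whatever share of single replicates reaches that level; inconclusive means some that reach 60%, reason not given; inactive means mean inhibition across replicates below 60%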; further: values of inactives mirror those of a sister screen read the other way
Starred values were filed as active, the others as inactive; ? = inconclusive; / = not tested or not shown.

structure	PDI inh	NR2E3 ag-2	Shn3 3UTR inh	KKLEB tox	TRPM1 prom inh	CaV13 FRET inh	NR2E3 ag-1	Vif inh	Peg3 promoter	HIF-2a block	CF NFkB inh
COc1ccc(CC(=O)Nc2cc(Cl)ccc2C(=O)O)cc1	-4	-17	2	11	-2	0	-1	5	6	11	-4
O=C1CS/C(=N/N=C2CCCC2)N1	-6	-66	10	16	-3	-5	-2	3	0	2	-9
CCCCNC(=O)/C=C/c1cccs1	-15	-29	-46	9	-33	-5	-4	4	-53	-106	14
CCOc1ccc(-n2c(SCC(N)=O)nnc2-c2cccnc2)cc1	7	18	0	1	0	-5	-2	-4	-3	12	1
Cc1cc(NC(=O)COc2cccc(C)c2C)no1	0	3	-9	2	-40	-6	0	/	-135	-180	-2
CCOC(=O)c1c(S(=O)(=O)NCC(=O)N2CCN(c3ccc(OC)cc3)CC2)c(C)n(C)c1C	4	25	-8	-4	16	-14	2	0	-6	3	2
Cc1sc(NC(=S)NC(=O)C(C)(C)C)c(C(N)=O)c1C	0	-78	-5	-14	-15	/	3	-1	-145	-179	17
Cc1ccc(S(=O)(=O)N2CCN(C(=O)CC(C)n3nc(C)c(Cl)c3C)CC2)cc1C (configuration not stated)	2	2	-4	5	11	-6	2	3	19	7	-4
COCCCN1C(=O)C(=O)/C(=C(/O)c2ccc(S(=O)(=O)N3CCOCC3)cc2)C1c1ccc(F)cc1 (configuration not stated)	-1	-14	-1	-6	-3	-3	0	-7	-9	5	-2
O=C(c1csc(Nc2ccccc2Cl)n1)N1CCCC1	8	-62	-30	2	-7	-5	-1	15	-175	-161	5
COc1ccccc1NC(=O)C1=C(C)Nc2ncnn2C1c1ccccc1C (configuration not stated)	1	-2	-4	-14	-2	-8	-1	14	17	20	2
Nc1c(Sc2ccccc2)c(=O)[nH]c(=O)n1Cc1ccccc1	7	-7	0	4	-10	-6	0	-1	6	16	-8
O=C(Oc1ccc(Cl)c(Cl)c1)C1=CC=CN2CCS(=O)(=O)N=C12	-2	5	0	-23	-11	-4	/	17	9	-1	19
C=CC[C@H](CC(=O)NCCO)C(=O)N[C@H](COC(=O)[C@@H](CC=C)Cc1ccc(F)cc1)C(C)(C)C	12	-3	-3	3	1	-6	/	-1	11	10	-19
CC(SC(=S)N(C)Cc1cccs1)C(=O)O (configuration not stated)	9	-36	10	2	-4	-16	1	3	17	-1	-9
CN1CCN(c2ccc([N+](=O)[O-])cc2C(=O)c2ccc(Br)cc2)CC1	-5	-76	30	-26	13	-5	1	-6	30	20	30
CCCCCCNCc1cccc(Br)c1	12	-43	7	-5	-3	-8	1	?	-8	10	4
CCOC(=O)c1ccccc1NC(=O)Cn1cnc2c(cnn2-c2ccccc2)c1=O	-2	-30	-17	2	11	/	1	2	21	6	8
O=C(O)c1cccc2c1C(=O)c1cc([N+](=O)[O-])cc([N+](=O)[O-])c1-2	-3	-3	0	-7	/	-6	/	0	1	4	20
CCCS(=O)(=O)NC(=O)C1(C)CCN(C(=O)Cc2cccc3ccccc23)C1 (configuration not stated)	0	-6	3	-5	/	/	/	/	7	5	12
O=C(c1ccc(Sc2cccc(Cl)c2)c([N+](=O)[O-])c1)N1CCN(c2ccccn2)CC1	3	0	8	-20	10	-3	5	10	7	26	4
CCOc1cc(CNc2ccc(O)cc2)ccc1OCc1ccc(Cl)cc1Cl	-1	-13	14	-30	-1	/	9	8	2	23	-24
CC1=C(C(=O)N(C)C)CC(CC(=O)NCC2CCCCC2)C(=O)N1CCC1=CCCCC1 (configuration not stated)	3	-9	-7	5	/	-2	/	/	-8	3	-9
O=C(Cc1cccs1)N1CCN(S(=O)(=O)c2cccc([N+](=O)[O-])c2)CC1	-5	1	-2	-3	-7	-2	2	9	1	-3	-5
Cc1ccc(CN2CCNC(=O)C2CC(=O)N(C)C2CCCCC2)o1 (configuration not stated)	-6	-9	-4	3	-7	-8	8	4	14	22	15
COc1ccc(OC)c(C2c3[nH]c4ccccc4c3C[C@H]3C(=O)N(CCCOC(C)C)CC(=O)N23)c1 (some centres not stated)	5	-51	11	-15	20	-14	1	-3	20	19	2
COc1ccc(NC(=O)CC2CC3CCC2C3)cc1S(=O)(=O)N1CCOCC1 (configuration not stated)	-12	-37	8	9	10	-6	/	-6	14	13	-13
Cc1ccc(NC(=O)N(CCCN2CCOCC2)Cc2cc3cc4c(cc3[nH]c2=O)OCO4)cc1	2	-20	-4	-1	-7	/	1	-15	20	0	10
Nc1nonc1C(=O)NCCNCc1cc(Br)ccc1OCc1ccccc1F	3	51	85*	-17	12	-8	3	-16	-11	2	1
O=C1N/C(=N/S(=O)(=O)c2ccccc2)S/C1=C/c1cccnc1	20	-22	19	-6	5	-7	5	16	-3	1	-6
O=[N+]([O-])c1ccc2c(c1)C(=NO)c1cc(Cl)c(Cl)cc1-2	-4	21	77	5	10	-6	/	-1	-3	-1	-41
CCOC(=O)CSc1nnc(CNc2ccc(F)cc2)o1	3	-7	1	-10	4	-4	4	-5	8	7	-3

An excerpt from above in order of the CaV13 FRET inh value, low to high.
canonical_smiles	PDI inh	NR2E3 ag-2	Shn3 3UTR inh	TRPM1 prom inh	CaV13 FRET inh	NR2E3 ag-1	Vif inh	Peg3 promoter	HIF-2a block	CF NFkB inh
COc1ccc(OC)c(C2c3[nH]c4ccccc4c3C[C@H]3C(=O)N(CCCOC(C)C)CC(=O)N23)c1 (some centres not stated)	5	-51	11	20	-14	1	-3	20	19	2
Cc1ccc(CN2CCNC(=O)C2CC(=O)N(C)C2CCCCC2)o1 (configuration not stated)	-6	-9	-4	-7	-8	8	4	14	22	15
O=C1N/C(=N/S(=O)(=O)c2ccccc2)S/C1=C/c1cccnc1	20	-22	19	5	-7	5	16	-3	1	-6

Other compounds
structure	PDI inh	NR2E3 ag-2	Shn3 3UTR inh	KKLEB tox	TRPM1 prom inh	CaV13 FRET inh	NR2E3 ag-1	Vif inh	Peg3 promoter	HIF-2a block	CF NFkB inh
O=C(NC1CC2CCCC(C1)N2C(=O)Nc1ccc(Cl)c(C(F)(F)F)c1)C1CC1 (configuration not stated)	-7	17	16	-9	12	-4	6	-8	11	21	2
COc1ccc(CCNC(=O)C2CC(c3cccc([N+](=O)[O-])c3)=NO2)cc1 (configuration not stated)	-56	-110	-61	-7	-76	-10	2	39	-270	-226	-17
CCCC(CCC(=O)OC)(C(=O)OCC)c1csc(N)n1 (configuration not stated)	6	19	-1	-4	6	-9	3	-9	1	12	2
Cc1ccc(-n2c(SCC(=O)Nc3cc(C)on3)nc3c(c2=O)SC(C)C3)cc1 (configuration not stated)	/	-26	10	30	5	-3	3	-7	-3	6	-17
COc1ccc(-c2nnc(NC(=O)c3ccc(S(=O)(=O)N4CCc5ccccc5C4)cc3)o2)cc1	-1	-7	-12	4	22	/	-1	14	41	15	0
Cc1c(Cl)c([N+](=O)[O-])nn1CC(=O)NC(C)C1CC2CCC1C2 (configuration not stated)	14	-15	4	2	-3	-5	-3	5	27	24	-4
COc1cc(Cn2ccnc2)c(OC)cc1Cn1ccnc1	6	-10	8	-2	5	-7	0	6	-2	1	3
CCCCCCNC(=O)O[C@H]1Cn2c(=O)n(CCCCCC)c(=O)n2[C@@H]2CN(S(=O)(=O)c3ccc(C)cc3)C[C@]12O	9	-7	10	6	/	-9	/	-12	18	15	20
CCC(=O)c1ccc(OCC(=O)Nc2cccc(S(=O)(=O)N3CCCCCC3)c2)cc1	-6	-5	56	4	11	-6	/	-6	-21	-7	0
Cc1ccc2c(c1)C(=O)CC(c1ccccc1)S2 (configuration not stated)	-18	-145	8	-20	-29	-8	/	-3	-111	-133	-20
Nc1nc(SCC(=O)Nc2ccc(Cl)c(S(=O)(=O)N3CCOCC3)c2)n[nH]1	3	-24	23	8	10	5	1	-4	2	5	2
COC(=O)c1cnc(Oc2c(Cl)cc(N)cc2Cl)cc1C(F)(F)F	-19	22	/	4	2	-5	1	-2	9	14	0
Cc1cc2nc[nH]c2cc1[N+](=O)[O-]	18	11	-1	2	-14	-1	1	-2	5	11	-15
COc1ccc(OC)c(-c2csc(NC(=O)C3=NNC(=O)CC3)n2)c1	1	-21	8	-11	-5	-5	4	-12	19	-35	13
CNCc1ccccc1Sc1ccc(OC)cc1	0	-27	10	0	5	-3	0	26	-8	7	19
COc1ccc(-c2ccc(CCC(=O)O)n2-c2ccc(O)cc2)cc1	-7	-24	3	9	3	-4	6	8	13	4	15
Cc1ccc(CNc2ncc(-c3ccccc3)n2C)o1	-5	-20	-9	-3	-7	-7	-3	0	-34	-78	-6
Cc1ccc(SCCN2CCN(C)CCC2=O)cc1	10	-10	-15	8	-37	-5	/	2	-54	-131	0
CC(=O)c1c(C)[nH]c(C(=O)CN2C(=O)NC(C)(c3ccc4c(c3)OCO4)C2=O)c1C (configuration not stated)	5	-12	4	-1	-4	-5	-1	/	7	16	-28
COc1cc(NC(=O)c2ccc(OCc3c(C)noc3C)c(OC)c2)cc(OC)c1	-5	8	1	-5	/	-5	/	-5	-5	-15	-22
CCn1cc(CN2CCC(n3nccc3NC(=O)c3ccc4c(c3)OCO4)CC2)c(C)n1	4	-9	-15	0	1	/	-4	/	-8	9	29

The order is random; any-hit rate near 3.3%.
